# KCNK9 block: human KCNK9 channel inhibition; Q9NPC2; HEK293 KCNK9, FluxOR thallium flux fluorescence; stronger effect = lower value; B-score at 10 µM; hit rate 1.2% among 310,000;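 active = ratio B-score over 3 SD below the library mean, with starting fluorescence within 5 SD of its mean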;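 also: negative B-score means less thallium flux so channel inhibition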
# Target sequence (Q9NPC2 whole entry, looked up): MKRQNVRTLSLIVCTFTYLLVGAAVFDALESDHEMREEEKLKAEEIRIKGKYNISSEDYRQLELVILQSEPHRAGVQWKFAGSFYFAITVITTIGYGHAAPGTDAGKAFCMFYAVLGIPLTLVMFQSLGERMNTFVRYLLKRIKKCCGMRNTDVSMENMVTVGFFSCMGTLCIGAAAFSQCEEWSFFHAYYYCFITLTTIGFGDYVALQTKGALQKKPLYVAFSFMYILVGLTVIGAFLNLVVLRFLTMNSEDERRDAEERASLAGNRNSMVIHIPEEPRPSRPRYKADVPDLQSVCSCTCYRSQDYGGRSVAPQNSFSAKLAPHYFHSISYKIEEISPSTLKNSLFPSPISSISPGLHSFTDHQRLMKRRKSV
# KCNQ1 act: potentiators or activators of human KCNQ1 potassium channel | CHO-K1 KCNQ1, thallium flux FluxOR fluorescence; stronger effect = higher value | B-score at 10 µM | hit rate 0.35% among 310,000 | AID 2648;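 active = fluorescence ratio B-score, a plate-corrected score, at least three library SD, with initial intensity B-score within 5 SD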
#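 assay system = CHO-K1 cells stably expressing KCNQ1 | medium = assay buffer, equal DMSO in all wells | timing = 37 °C overnight plating, 90-min dark dye load, 20-min compound pretreatment | measured by = kinetic FluxOR thallium fluorescence, 10-s 1-Hz baseline, 110-s post-stimulus read | measure = fluorescence change relative to baseline, converted to B score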
# KCNQ1 block: inhibitors of human KCNQ1 potassium channel; P51787; hit rate 1.3% among 310,000; B-score at 10 µM; CHO-K1 KCNQ1, FluxOR thallium flux fluorescence; stronger effect = higher value;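 active = compounds whose thallium flux B-score, printed positive for inhibition, exceeds three library SD while starting fluorescence stays within three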;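 also: channel opened by potassium depolarization with thallium stimulus after 20 min compound exposure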
# RGS4 inh: human RGS4 inhibition | P49798 | HEK293 M3R/RGS4 inducible, Fluo-4 calcium flux; stronger effect = higher value; triggered by carbachol at its EC20 | B-score at 10 µM | hit rate 0.45% among 310,000;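 active = B-score, a plate-corrected calcium signal, over three deviations above library mean, with baseline fluorescence within five deviations of library mean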;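 also: RGS4 expression induced by doxycycline in cells with stable M3 receptor; B-score is computed from the integrated fluorescence ratio over baseline after carbachol; higher B-score means a larger calcium signal and so more RGS4 inhibition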
# Target sequence (P49798 whole entry, looked up): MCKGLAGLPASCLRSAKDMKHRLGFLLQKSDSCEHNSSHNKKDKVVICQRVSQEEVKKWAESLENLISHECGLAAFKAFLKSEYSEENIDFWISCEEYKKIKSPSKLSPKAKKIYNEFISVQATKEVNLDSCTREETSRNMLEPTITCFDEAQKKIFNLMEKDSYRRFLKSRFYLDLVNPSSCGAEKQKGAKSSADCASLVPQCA
# GSK3 alpha inh: human GSK-3 alpha kinase inhibition | P49840 | ADP-Glo luminescence, 60 min | inhibition, % at 10 µM | hit rate 0.1% among 320,000 | AID 2650;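 in the data active = inhibition above about 50%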;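 also: GST-tagged GSK-3 alpha with peptide substrate and 25 µM ATP; 0% = DMSO neutral wells and 100% = GW8510 positive control wells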
# PolyA inhibitor: yeast polyadenylation inhibition; S. cerevisiae SKY197-pL101 polyadenylation reporter, beta-gal luminescence; efflux-impaired pdr1/pdr3 knockout yeast; score 100 = 6 SD above DMSO; calls only at 12 µM; hit rate 0.02% among 300,000;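 active = lowest replicate activity score at least 50, where 100 means six control SD above control mean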;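 also: yeast exposed to compound for 9 h at 30 °C; higher score means more reporter readthrough which indicates perturbed polyadenylation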
# Dyrk1A ADPGlo: Dyrk1A (rat) kinase inhibition. Q63470. ADP-Glo luminescence, NFATc1 peptide. inhibition, % at 12.5 µM. hit rate 0.43% among 310,000. AID 504441; in the data active = inhibition above about 50%;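 also: plate controls were vehicle with enzyme for no effect and no enzyme for full effect; many of its hits are not listed in these tables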
# hERG protect: shields human hERG channel from block by proarrhythmic agents | Q12809 | CHO-hERG, FluxOR thallium flux, dofetilide IC70 present | activation (rescue from dofetilide block), less the hit threshold, % at 10 µM | hit rate 0.51% among 310,000 | AID 1511;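 active = activation above the mean of controls blocked by dofetilide plus 5 SD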;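 also: thallium influx through hERG after potassium depolarization seen as dye fluorescence rise; in these data hits start at about 4.7%; inactives centre near -7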
# GSK3beta inhib: blocks human GSK3beta kinase activity; hit rate 0.038% among 300,000; GST-GSK3beta kinase, ADP-Glo luminescence, 60 min; stronger effect = lower value; activity score (negative = inhibition), % at 10 µM; AID 2097;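 active = more than half of replicate wells score below -50%, meaning over 50% inhibition versus plate controls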;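 also: 0% = median DMSO wells and -100% = median GW8510 positive control wells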
#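 Test system – GST-tagged human GSK3beta kinase, cell-free · Incubation – 60 min enzyme reaction, room temperature · Signal – ADP-Glo luminescence · Also added – peptide substrate and ATP at 25 µM · Controls – DMSO neutral wells and GW8510 at 20 µM as positive · Buffer or medium – Tris/MgCl2 kinase buffer · Measure – Luminescence-derived activity versus plate DMSO and GW8510 wells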
# RGS4 act: RGS4 potentiation or activation. B-score at 10 µM. HEK293 M3R/inducible RGS4, carbachol calcium flux Fluo4; stronger effect = lower value. hit rate 0.92% among 310,000;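 active = B-score of the integrated calcium signal more than 4 SD below the library mean, with starting fluorescence not abnormally high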;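 also: negative B-score means reduced calcium response which marks RGS4 activation or potentiation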
#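 Reagent: ECmax carbachol challenge; Test system: M3R-expressing HEK293 line, RGS4 induced by doxycycline; Schedule: overnight RGS4 induction, 30 min dye load 37 °C, 20 min compound RT; Detection: calcium dye Fluo4 fluorescence; Read-out: Agonist-evoked peak-minus-minimum fluorescence over baseline, integrated ratio, B score.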
# KCNK3 block: human KCNK3 channel inhibition, primary screen; O14649; CHO-KCNK3 thallium flux, FluxOR fluorescence; stronger effect = lower value; B-score at 10 µM; hit rate 0.84% among 340,000; AID 602410;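 active = B-score under library mean minus 4 SD, starting fluorescence ratio at most library mean plus 5 SD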;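 also: more negative B-score means stronger inhibition of thallium flux through KCNK3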
# Target sequence (O14649 whole entry, looked up): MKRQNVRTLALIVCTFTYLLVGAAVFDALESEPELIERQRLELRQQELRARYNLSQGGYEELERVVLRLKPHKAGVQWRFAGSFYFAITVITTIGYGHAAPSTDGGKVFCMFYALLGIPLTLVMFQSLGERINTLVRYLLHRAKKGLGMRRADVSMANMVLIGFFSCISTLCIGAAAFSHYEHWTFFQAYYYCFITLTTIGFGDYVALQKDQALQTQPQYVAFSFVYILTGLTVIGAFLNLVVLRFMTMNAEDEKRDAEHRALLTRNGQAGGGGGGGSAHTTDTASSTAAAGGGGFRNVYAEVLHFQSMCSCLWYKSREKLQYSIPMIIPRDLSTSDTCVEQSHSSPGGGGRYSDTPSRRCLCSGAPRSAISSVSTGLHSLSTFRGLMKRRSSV
# The depositor's hits bear a star; i = inactive; x = no result given.
SMILES,KCNK9 block,KCNQ1 act,KCNQ1 block,RGS4 inh,GSK3 alpha inh,PolyA inhibitor,Dyrk1A ADPGlo,hERG protect,GSK3beta inhib,RGS4 act,KCNK3 block
CC(Oc1ccc(Br)cc1)C(=O)O/N=C(\N)c1ccncc1 (stereo not drawn),i,i,i,i,1,i,-6,-11,-3,i,i
CC(=O)N1c2ccc(S(=O)(=O)NCCC(=O)Nc3ccc(C)c(F)c3)cc2CC1C (stereo not drawn),i,i,i,i,-1,i,-5,-10,2,i,i
COc1cc(NC(=O)CSc2c3c(nc4ccccc24)CCC3)cc(OC)c1OC,i,i,i,i,0,i,1,-12,0,i,i
COc1ccc(N2CSC3=C(C#N)C(c4ccc(OC)c(OC)c4)CC(=O)N3C2)c(OC)c1 (stereo not drawn),i,i,i,i,4,i,0,-16,-1,i,i
CCc1cccc(NC(=O)Nc2cccs2)c1,i,i,i,i,-1,i,10,-8,0,i,i
COc1ccccc1NC(=O)C(C)NS(=O)(=O)c1ccccc1 (stereo not drawn),i,i,i,i,1,i,-2,-7,-5,i,i
CSc1nc2c(c(=O)[nH]1)C(c1cccc(Br)c1)CC(=O)N2 (stereo not drawn),i,i,i,i,-1,i,0,-1,-1,i,i
Cn1c(=O)n(C)c2cc(S(=O)(=O)Nc3ccccc3O)ccc21,i,i,i,i,1,i,5,1,1,i,i
O=C(c1cccnc1)N1CCC(c2nc3ccccc3[nH]2)CC1,i,i,i,i,x,i,x,-12,-7,i,x
COC(C[C@H](O)C[C@H](O)COCc1ccccc1)OC,i,i,i,i,x,i,-10,-8,26,i,i
CC(C)(C)c1cc(Br)c(O)c(N=Nc2ccc(S(=O)(=O)N3CCOCC3)cc2)c1,i,i,i,i,-1,i,3,-13,1,i,i
CCn1c(SCC(=O)Nc2cc(F)ccc2C)nnc1-c1ccccc1O,i,i,i,i,1,i,-1,-8,1,i,i
CCn1c(-c2ccncc2)n[nH]c1=S,i,i,i,i,0,i,1,-11,-1,i,i
O=C(COC(=O)COc1ccc(Cl)cc1)NCCNC(=O)COC(=O)COc1ccc(Cl)cc1,i,i,i,i,x,i,-5,-4,5,i,i
CC(=O)/C=C/c1ccccc1O,i,i,i,i,-1,i,-1,-10,2,i,i
COc1ccc(N2CCN(C(=S)NC(C)c3ccccc3)CC2)cc1 (stereo not drawn),i,i,i,i,-2,i,4,-14,2,i,i
COc1cccc(NC(=O)CSc2nc3n[nH]c(C)c3c(=N)n2-c2cccc(OC)c2)c1,i,i,i,i,2,i,0,-21,-2,i,i
CC(C)(C)NC(=O)COC(=O)/C=C/c1ccc(F)cc1,i,i,i,i,x,i,-7,-10,-1,i,i
COc1cc(OC)cc(C(=O)N2CCC(N3CCN(c4ccccc4OC)CC3)CC2)c1,i,i,i,i,6,x,-1,-4,2,i,i
O=C(COC(=O)CCC1CCCC1)Nc1ccccc1OC(F)F,i,i,i,i,-5,i,x,-11,1,i,i

# Given with tabs: entries from further up.
Molecule	KCNK9 block	KCNQ1 act	KCNQ1 block	RGS4 inh	GSK3 alpha inh	PolyA inhibitor	Dyrk1A ADPGlo	hERG protect	GSK3beta inhib	RGS4 act	KCNK3 block
CC(C)(C)c1cc(Br)c(O)c(N=Nc2ccc(S(=O)(=O)N3CCOCC3)cc2)c1	i	i	i	i	-1	i	3	-13	1	i	i
COc1cccc(NC(=O)CSc2nc3n[nH]c(C)c3c(=N)n2-c2cccc(OC)c2)c1	i	i	i	i	2	i	0	-21	-2	i	i

# Next records
SMILES,KCNK9 block,KCNQ1 act,KCNQ1 block,RGS4 inh,GSK3 alpha inh,PolyA inhibitor,Dyrk1A ADPGlo,hERG protect,GSK3beta inhib,RGS4 act,KCNK3 block
NC(=O)c1ccc(N2CCN(c3ncc(C(F)(F)F)cc3Cl)CC2)cc1,i,i,i,i,0,i,-5,-11,2,i,i
CN(C)S(=O)(=O)c1ccc2c(c1)C(CC(=O)O)NC2=O (stereo not drawn),i,i,i,i,-3,i,-3,-10,-2,i,i
COc1ccc(-c2nnc(Sc3nc4ccccc4o3)c3ccccc23)cc1,i,i,i,i,1,i,3,-12,2,i,i
NC(=O)c1ccc2c(=O)c(O)c(-c3cc(Cl)c(N)c(Cl)c3)[nH]c2c1,i,i,i,i,1,i,14,-4,1,i,i
Cc1noc(C)c1S(=O)(=O)N1CCCC(C(=O)NCCC2=CCCCC2)C1 (stereo not drawn),i,i,i,i,0,i,-5,-3,7,i,i
O=C(c1cn(-c2ccccc2)nc1-c1ccccc1)N1CCOCC1,i,i,i,i,-3,i,3,-18,-1,i,i
CCc1cccc(NC(=O)CSc2nc3c(c(=O)[nH]2)CCCC3)c1,i,i,i,i,-1,i,x,-12,-3,i,x
Cc1ccc(CCC(=O)Nc2ccc([N+](=O)[O-])cc2)o1,i,i,i,i,0,i,-5,4,-1,i,i
O=C(C1CC(=O)N(c2ccc(Br)cc2)C1)N1CCCC1 (stereo not drawn),i,i,i,i,1,i,-4,-6,-5,i,i
CC(C)OCCCNC(=O)c1ccc(CN2CCc3ccccc3C2)cc1,i,i,i,i,1,i,-1,-5,-3,i,i
C[C@H](CO)NC(=O)[C@@H]1C[C@H]1[C@@H](NP(=O)(c1ccccc1)c1ccccc1)c1ccccc1,i,i,i,i,-2,i,4,-4,1,i,i
CC1CCc2c(C(=O)NCc3ccco3)csc2C1 (stereo not drawn),i,i,i,i,-1,x,3,-7,-3,i,i
COc1ccc2sc(C)nc2c1NC(C)=O,i,i,i,i,2,i,-10,-9,0,i,i
O=C(COC(=O)/C=C/c1ccc(OC(F)F)cc1)Nc1ccc(N2CCOCC2)cc1,i,i,i,i,-2,i,5,-14,4,i,i
Nc1nnc(SCC(=O)OCC(=O)Nc2ccccc2)s1,i,i,i,i,-3,i,-9,-7,5,i,i
C=CCN1C=C2C(=O)C(C)(OC(=O)C3CCCC3)C(=O)C=C2C=C1c1ccsc1 (stereo not drawn),i,i,i,i,2,i,4,-6,0,i,i
CCN1CCCC1CNC(=O)C(=O)NC(C)c1ccccc1 (stereo not drawn),i,i,i,i,-7,i,x,-3,1,i,i
Fc1cccc(F)c1-n1c(CN2CCCCC2)csc1=S,i,i,i,i,0,i,1,-5,1,i,i
Cn1ccsc1=NC(=O)c1cc(S(=O)(=O)N2CCOCC2)ccc1F,i,i,i,i,-1,i,9,-12,0,i,i
CCOC(=O)c1ccc(NC(=S)NCCc2ccccc2F)cc1,i,i,8*,i,-4,i,x,-17,-1,i,i
N#C/C(=C/c1ccc(Br)s1)C(=O)NCCc1c[nH]c2ccccc12,i,i,i,i,2,i,5,-6,0,i,i
O=C(Nc1ccccc1)N(C1=NCCCCS1)c1ccccc1,i,i,i,i,-2,i,5,-12,0,i,i
CC(=O)/C(C[N+]1(C)CCCCC1)=N\O,i,i,i,i,2,i,-12,-3,-1,i,i
COC(=O)Cc1[nH]c(=S)[nH]c1C(=O)OC,i,i,i,i,13,i,-8,-11,-3,i,i
COC(=O)c1cc(C(=O)N2CCN(c3cccc(Cl)c3)CC2)cc([N+](=O)[O-])c1,i,i,i,i,-2,i,0,-14,1,i,i
COCCN1Cc2cccc(C(=O)Nc3c(C)cc(C)cc3C)c2C1=O,i,i,i,i,3,i,-1,-6,5,i,i
COc1ccc(NC(=O)c2ccc3c(=O)n(-c4ccc(OC)cc4OC)c(=S)[nH]c3c2)cc1,i,i,i,i,-1,i,4,-3,3,i,i
O=C(NC1CCCCC1)N1CCC(n2cnc3ccccc32)CC1,i,i,i,i,-3,i,-6,6.2*,-3,i,i
O=C1CC2(CCN(C(=O)c3ccc(F)c(F)c3)CC2)Oc2ccccc21,i,i,i,i,-2,i,-3,-8,2,i,i
Fc1ccc(CNC(=S)Nc2ccc(Cl)cc2)cc1,i,i,i,i,-1,i,-4,-6,-1,i,i
CC(C)(C)N1C(=O)Cc2c1nc(N)c1c(N)nc(N3CCCCC3CO)c(C#N)c21 (stereo not drawn),i,i,i,i,0,i,0,-26,4,i,i
CC(=O)c1ccc(Nc2ccc(-c3ccccc3C)nn2)cc1,i,i,i,i,-1,i,-2,-8,0,i,i
CCCCOc1cccc(-c2nnc(NC(=O)CSc3ccc(C)cc3)s2)c1,i,i,i,i,x,i,1,-10,-3,i,i
CCc1cc(=O)oc2cc(C)cc(OCC(=O)NC(Cc3ccc(Cl)cc3)C(=O)O)c12 (stereo not drawn),i,i,i,i,3,i,1,-7,0,i,i
Cc1cccc(NC(=O)CN2CCC(C(=O)c3ccc4c(c3)OCCO4)CC2)c1,i,i,i,i,2,i,-5,-10,-1,i,i
CCc1ccc(OCC(=O)NC(=S)Nc2ccc(Br)c(C)n2)cc1,i,i,i,i,2,i,x,-2,-4,i,i
C=CCNC(=O)c1cc(C(=O)C(C)c2ncc(C(F)(F)F)cc2Cl)c[nH]1 (stereo not drawn),i,i,i,i,1,i,-4,-7,-2,i,i
O=C(CSc1ncn[nH]1)Nc1ccc(Cl)c(S(=O)(=O)N2CCOCC2)c1,i,i,i,i,-1,i,x,-14,3,i,i
COC(=O)c1cccc(NC(=O)CSc2nnc(C3CC3)n2C)c1,i,i,i,i,-2,i,-4,-3,0,i,i
C/C(=C\C(=O)c1ccc(Br)cc1)N1CCCCC1,i,i,i,i,-1,i,-1,1,2,i,i
O=C(NNC(=O)c1cc(Cl)ccc1O)c1cccs1,i,i,i,i,-29,i,-7,-11,2,i,i
CCOc1ccc2[nH]c(=O)c(CN(CC3COCCO3)C(=O)c3ccco3)cc2c1 (stereo not drawn),i,i,i,i,0,i,3,-5,2,i,i
Cc1csc(NC(=O)[C@@H](NC(=O)c2ccccc2)C(C)C)n1,i,i,i,i,-2,i,-5,-5,1,i,i
O=C(Oc1ccccc1)N1CCOCC1,i,i,i,i,1,i,2,-7,0,i,i
O=C(CN1CCN(S(=O)(=O)c2ccc(Cl)cc2)CC1)NC1CC1,i,i,i,i,-3,i,-17,-9,2,i,i
Cc1ccccc1-n1ncc2c(SCC(=O)NC3CCCC3)ncnc21,i,i,i,i,-1,i,-5,-4,-4,i,i
C(=N\Nc1nc2ccccc2s1)/c1ccco1,i,i,i,i,0,i,x,-6,-2,i,i
O=C(NC(C(=O)c1ccccc1)n1c(=O)cc[nH]c1=S)c1ccccc1 (stereo not drawn),i,i,i,i,15,i,-10,-5,-3,i,i

# Not all compounds are listed; rates above refer to the full screens.
